# Screens (PubChem BioAssay)
# Rab9 promoter act: activators of Rab9 promoter | Huh7 Rab9 promoter-luciferase reporter, luminescence, 24 h | Potency, µM (titrated, usually from 9.22 µM), inactives show at the top dose activation, negative = inhibition, usual class: activators | hit rate 2.8% among 320,000 | AID 485297; also: potency is read from the fitted curve at half-maximal effect; % of control where 0% means no effect; nearly all actives have a fitted effect of over 60% in size
#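 Promoter activation is measured as luciferase luminescence in Huh7 cells stably transfected with a Rab9 promoter–luciferase construct, following 24 h compound exposure at 37 °C and 10 min reagent incubation at ambient temperature.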
# NPC1 prom act: NPC1 promoter activation; Potency, µM (series often up to 9.22 µM), for the others: at the top dose activation, most hits filed as activators; Huh7 NPC1 promoter luciferase reporter, 24 h; hit rate 2.4% among 320,000; AID 485313;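 also: potency is read from the fitted curve at half-maximal effect; % of control where 0% means no effect; nearly all actives have a fitted effect of over 60% in size; reporter is driven by a mutant NPC1 promoter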
#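 Stable NPC1-promoter luciferase Huh7 line; cpd (DMSO) 24 h, 37 °C, 5% CO2; Amplite luciferase reagent 10 min RT; luminescence readout. qHTS format.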
# RORg inh: blocks mouse ROR gamma transcriptional activity; P51450; Drosophila S2 Gal4-RORgamma UAS-luciferase reporter, 20 h; Potency, µM (top dose mostly 53.6 µM), without a hit: at the top dose activity change, negative = inhibition, actives largely listed as inhibitors; hit rate 5.4% among 310,000; AID 2551; also: potency is read from the fitted curve at half-maximal effect; % is scaled to controls: 0 for no effect and ±100 for the full control effect; nearly all actives have a fitted effect of over 60% in size
# Target sequence (P51450 whole entry, looked up, the tested form may be a part): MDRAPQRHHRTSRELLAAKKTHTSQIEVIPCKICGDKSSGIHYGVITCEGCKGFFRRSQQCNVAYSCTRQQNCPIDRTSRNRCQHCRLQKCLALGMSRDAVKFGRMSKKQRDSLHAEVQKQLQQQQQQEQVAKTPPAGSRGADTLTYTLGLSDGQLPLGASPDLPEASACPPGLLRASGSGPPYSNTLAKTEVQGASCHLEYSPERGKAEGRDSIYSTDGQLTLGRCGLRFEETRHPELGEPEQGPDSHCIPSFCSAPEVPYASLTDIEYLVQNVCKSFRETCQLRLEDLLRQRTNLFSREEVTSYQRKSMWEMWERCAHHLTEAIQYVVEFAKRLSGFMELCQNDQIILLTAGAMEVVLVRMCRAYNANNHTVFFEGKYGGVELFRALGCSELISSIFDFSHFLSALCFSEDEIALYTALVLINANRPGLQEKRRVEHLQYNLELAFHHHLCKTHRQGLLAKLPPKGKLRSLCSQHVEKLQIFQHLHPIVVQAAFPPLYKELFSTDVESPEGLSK
#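 Stable Schneider cell line, Gal4 DNA-binding domain fused to ROR gamma, UAS-luciferase. Cmpd 1 hr RT → CuSO4 700 uM final → 20 hr RT → luciferase reagent 10 min → luminescence.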
# PKM2 activator: increases activity of human pyruvate kinase M2 | P14618 | hit rate 0.34% among 260,000 | purified PKM2, Kinase-Glo ATP luminescence, activation; response scale: 0% is enzyme alone, no compound | Potency, µM (top dose mostly 57.5 µM), for the others: top-dose activation, actives largely listed as activators; also: potency is read from the fitted curve at half-maximal effect; % is scaled to controls: 0 for no effect and ±100 for the full control effect; nearly all actives have a fitted effect of over 55% in size
#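 hPK-M2, >95% pure; 0.1 mM ADP / 0.5 mM PEP final; imidazole pH7.2 buffer w/ 7 mM MgCl2, 50 mM KCl; 1 h RT; Kinase-Glo lum. Intermediate enzyme activity for dual inhibitor/activator qHTS.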
# Giardia kill: kills Giardia lamblia; Giardia lamblia trophozoite viability; activity change, % at 7.66 µM, hits read low; hit rate 0.15% among 340,000; AID 540267; in the data active = activity change below about -80%; inconclusive = between about -30% and that limit;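 also: parasites exposed to compound for two days anaerobically before the ATP read; % is scaled to controls: 0 for no effect and ±100 for the full control effect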
#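 Giardia trophozoites, 100 cells per well, were exposed to compounds for 48 hrs at 37 deg C under anaerobic conditions; viability was then read as ATP content by bioluminescence after 15-30 min at room temperature.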
# BRCA1 expr up: increases BRCA1 expression. MCF7-BRCA1-FFLuc reporter, luminescence, 48 h; response scale: scaled: vehicle 0%, 10 µM genistein 100%. Potency, µM (doses to about 46.1 µM), for inactives: top-dose activation, most hits filed as activators. hit rate 1.1% among 380,000. AID 624202; also: potency is read from the fitted curve at half-maximal effect; nearly all actives have a fitted effect of over 80% in size; some results filed as inactive show a strong effect at the top dose
#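 Using MCF7 cells harboring a BRCA1 firefly luciferase reporter, plated 2 h before compound pinning, the screen measured luminescence after 48 h incubation. Responses were normalized to DMSO and 10 microM genistein, then fitted for concentration-effect.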
# p53 reactivator: restores transcriptional activity of mutant p53; H1299 p53-A138V BP100-luciferase reporter, luminescence, 24 h; Potency, µM (doses to about 92.2 µM), for the others: top-dose activity change, positive = activation, hits mostly activators; hit rate 0.063% among 320,000; AID 504706; also: potency is read from the fitted curve at half-maximal effect; % of control where 0% means no effect; nearly all actives have a fitted effect of over 45% in size
#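 p53-null H1299 cells stably carrying temperature-sensitive p53-A138V and a BP100-luciferase reporter were pinned with compounds (4-point, 1:5 series) and held 24 hrs at 37 deg C. Luminescence was read 10 min after detection reagent.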
# ELG1 genotox: induces genotoxicity in HEK293T cells with luciferase-tagged ELG1; HEK293T ELG1-luciferase reporter, luminescence, 16 h; Potency, µM (titrated, usually from 46 µM), without a hit: at the highest dose activity change, positive = activation, most hits filed as activators; hit rate 1.3% among 330,000; AID 504466; also: potency is read from the fitted curve at half-maximal effect; % of control where 0% means no effect; nearly all actives have a fitted effect of over 60% in size
#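 DMSO vehicle served as control against compound-treated ELG1-luciferase HEK293T cells; exposure lasted 16 hr at 37 °C and 5% CO2, followed by ONE-Glo luminescence detection after 30 min.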
# Menin-MLL TR inh: inhibitors of human menin-MLL interaction, mutant MLL peptide. Potency, µM (top dose mostly 61.6 µM), inactives show at the top dose FP activity change, negative = inhibition, most hits filed as inhibitors. O00255. Menin + Texas Red MLL mutant peptide, fluorescence polarization. hit rate 0.23% among 270,000; active = well fitted inhibition curve with a large enough effect in the polarisation, with a control signal flat, not every such curve was filed as active; inconclusive = small, poorly fitted or top-dose-only effect, or effect the other way, or a change in a side signal; inactive = no such curve, though single readings can be large or run the other way; the % refers to the polarisation; also: potency is read from the fitted curve at half-maximal effect; % of control where 0% means no effect; many of its hits are not listed in these tables
# Target sequence (O00255 whole entry, looked up): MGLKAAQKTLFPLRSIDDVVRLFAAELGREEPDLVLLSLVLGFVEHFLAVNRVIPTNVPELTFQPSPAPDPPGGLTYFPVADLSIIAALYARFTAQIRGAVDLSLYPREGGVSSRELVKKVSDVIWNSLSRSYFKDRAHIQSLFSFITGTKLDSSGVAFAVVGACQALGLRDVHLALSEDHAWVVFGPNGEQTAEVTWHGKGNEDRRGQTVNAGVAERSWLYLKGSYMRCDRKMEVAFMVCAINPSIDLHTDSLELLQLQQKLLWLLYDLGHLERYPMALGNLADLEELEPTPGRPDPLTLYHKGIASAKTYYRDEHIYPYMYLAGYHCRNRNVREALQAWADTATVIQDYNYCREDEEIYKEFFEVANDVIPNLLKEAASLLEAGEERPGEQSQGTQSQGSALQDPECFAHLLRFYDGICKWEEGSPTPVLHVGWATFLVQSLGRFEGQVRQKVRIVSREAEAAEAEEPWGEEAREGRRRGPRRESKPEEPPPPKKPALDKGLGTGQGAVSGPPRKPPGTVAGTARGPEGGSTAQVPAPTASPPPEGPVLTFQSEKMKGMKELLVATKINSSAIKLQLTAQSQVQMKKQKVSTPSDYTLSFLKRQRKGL
# Gal4-VP16 FLuc: inhibits Gal4-VP16 luciferase reporter, ROR gamma counter-screen; AID 2546; Potency, µM (doses to about 53.6 µM), without a hit: at the top dose activity, negative = inhibition, hits mostly inhibitors; Drosophila S2 Gal4-VP16 UAS-luciferase, luminescence, 20 h; hit rate 3.5% among 310,000;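 also: Gal4-VP16 expression switched on by copper sulfate through the metallothionein promoter; potency is read from the fitted curve at half-maximal effect; % is scaled to controls: 0 for no effect and ±100 for the full control effect; nearly all actives have a fitted effect of over 50% in size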
# FLuc modulator: counter-screen for miR-21 project: firefly luciferase inhibitors or activators; purified FLuc, Km substrates, luminescence inhibition; Potency, µM (highest dose often 57.5 µM), without a hit: top-dose activity change, negative = inhibition, usual class: inhibitors; hit rate 6.9% among 360,000; AID 588342;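 also: potency is read from the fitted curve at half-maximal effect; plate controls were vehicle for no effect and reference inhibitor for full effect; nearly all actives have a fitted effect of over 55% in size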
#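 Biochemical qHTS of compounds, final roughly 60 µM downward over six points, against 10 nM purified firefly luciferase using Km concentrations of substrates (10 uM D-luciferin, 10 uM ATP) in Tris acetate pH 7.5 buffer; luminescence output.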
# The depositor's hits bear a star; ? = inconclusive; nt = no result given; [ ] = another dose, or the depositor's remark. Unless noted, calls follow the shape of the dose curve; as a rule, active = well fitted curve in the direction sought with a large enough effect; inconclusive = small, poorly fitted or top-dose-only effect, or another doubt; inactive = no such curve, though single readings can be large; an effect the other way counts as inactive or inconclusive. Only part of the results is shown. The share of hits here may be higher or lower than overall.
Structure	PKM2 activator	Menin-MLL TR inh	Giardia kill	Rab9 promoter act	ELG1 genotox	RORg inh	BRCA1 expr up	Gal4-VP16 FLuc	p53 reactivator	FLuc modulator	NPC1 prom act
CCOc1ccccc1C(=O)Nc1ccccc1-c1ccccc1	-2%	-2%	-23	-2%	-5%	21%	-58%	-4%	0%	0%	-1%
CN1CCN(Cc2cn(C)nc2-c2ccccc2F)CC1c1ccccc1 (stereo not drawn)	-2%	-8%	11	2%	0%	3%	-31%	3%	-1%	1%	2%
COc1ccc2oc(-c3ccccc3)c(C(=O)O)c2c1	nt	20%	-6	-4%	5%	-3%	0%	-2%	2%	-5%	-1%
O=C1N=C(N2CCOCC2)SC1=C1CCCCC1	0%	-3%	7	3%	7%	-12%	68%	-3%	?	?	19%
COc1cc(/C=N/NC(N)=O)cc(Br)c1OCc1ccccc1C	-4%	-7%	9	-3%	-3%	-15%	1%	1%	-13%	2%	-3%
Cc1ccc(C2(C)NC(=O)N(Cc3c(C)noc3C)C2=O)cc1 (stereo not drawn)	1%	-4%	-6	1%	14%	28%	-6%	4%	1%	0%	-1%
O=C(CN1C(=O)/C(=C\c2ccc(F)cc2)Oc2ccccc21)NCc1ccco1	-4%	?	7	1%	14%	6%	-43%	-8%	-6%	1%	0%
Cc1cc(C)nc(SC2CC(=O)N(c3ccc(Br)cc3)C2=O)n1 (stereo not drawn)	nt	13%	0	-8%	0%	25%	0%	7%	-3%	-1%	-2%
Cc1ccc(/C=C2\SC(=S)N(CCC(=O)NNC(=O)c3ccc(O)cc3)C2=O)cc1	nt	?	-10	-6%	2%	-10%	12%	4%	7%	?	-8%
CC(=O)Nc1ccc(NC(=O)C(C)OC(=O)C2CCCC2)cc1 (stereo not drawn)	nt	nt	-21	1%	-3%	nt	-27%	nt	-6%	-1%	0%
Cc1cccc(C2c3[nH]c4ccccc4c3CCN2Cc2ccc(C)s2)n1 (stereo not drawn)	4%	10%	3	4%	1%	-19%	-20%	12%	2%	2%	1%
CCN(CC(=O)Nc1cccc(OC)c1)C(=O)c1ccncc1	-5%	17%	12	-1%	-1%	1%	8%	3%	5%	-2%	4%
Cc1ccccc1-n1c(SCC(=O)c2c(N)n(C)c(=O)n(C)c2=O)nc2sc3c(c2c1=O)CCCC3	2%	2%	11	-6%	0%	-7%	-26%	-14%	0%	3%	-7%
Cc1ccc(OCC(=O)N2CCN(C(=O)Cc3ccccc3)CC2)cc1	1%	6%	-3	-5%	0%	16%	-5%	1%	14%	-4%	-3%
Cc1cccc(OCCc2c(C)[nH]c(=S)[nH]c2=O)c1	6%	-1%	12	-9%	-1%	-31%	-33%	1%	-2%	5%	-6%
Cc1ncc(C[n+]2csc(CCOC(=O)CC3C4CC5CC(C4)CC3C5)c2C)c(N)n1 (stereo not drawn)	0%	-27%	8	2%	1%	-22%	23%	-5%	13%	1%	0%
CC1CCN(S(=O)(=O)c2ccc(S(=O)(=O)NCc3cccnc3)cc2)CC1	1%	16%	7	-9%	-4%	?	-11%	-6%	-2%	0%	-3%
CCN(CC)CCN(C(=O)c1ccc(C(C)=O)cc1)c1nc2ccc(Cl)cc2s1	1%	-10%	13	-4%	5%	?	55%	-15%	28%	4%	1%
Cc1ccc2c(c1)N(CC(=O)Nc1ncccc1C)C(=O)C(C(C)C)O2 (stereo not drawn)	-1%	-13%	-7	-1%	-7%	-2%	-3%	5%	?	-2%	0%
COc1cc(NC(=O)COC(=O)c2ccccc2F)cc(OC)c1	3%	7%	3	3%	4%	16%	-8%	0%	3%	?	-2%
COc1ccc(-c2cc(C(=O)NCc3ccco3)c3ccccc3n2)cc1	-1%	38%[activator]	-14	11%	0%	21%	0%	-3%	-6%	6.7µM*	0%
CCOc1ccc(S(=O)(=O)N2CCCC(C(=O)NCc3ccncc3)C2)cc1 (stereo not drawn)	nt	nt	2	-2%	-24%	10%	3%	12%	-2%	-1%	3%
CC1(C)CC(=O)C2=C(C1)N(C1CCCCC1)C(=O)C2(O)C(F)(F)F (stereo not drawn)	0%	-5%	10	0%	-1%	41%	14%[1.84 µM]	2%	-1%	9%	0%
Cc1ccccc1CNC(=O)c1ccccc1N	-1%	0%	-5	-2%	0%	5%	2%	-6%	0%	4%	0%
COc1ccc(S(=O)(=O)N2CCN(C(=O)Cc3ccsc3)CC2)cc1	nt	nt	8	7%	1%	nt	-2%	nt	9%	0%	0%
Cc1ccc(NC(=O)C2CCN(C(=O)NC3CCCCC3)CC2)cc1	-2%	1%	0	2%	2%	0%	-7%	2%	-3%	0%	-3%
CC(=O)NCc1ccc(S(=O)(=O)N2CCCN(C)CC2)cc1	nt	14%	19	2%	0%	4%	-10%	0%	0%	1%	2%
C/C(=C\c1cc(C(=O)O)c(C)o1)CO	0%	2%	-16	0%	4%	11%[0.365 µM]	36%	nt	21%	2%	-1%
COc1ccc(S(=O)(=O)N2CCC3(CC2)OCCN3S(=O)(=O)c2ccc(OC)cc2)cc1	nt	nt	-24	-3%	-1%	nt	-22%	nt	4%	4%	6%
O=C(NCCCN1CCOCC1)c1ccc(CS(=O)(=O)Cc2ccc(Cl)cc2)o1	-1%	0%	6	-1%[1.84 µM]	-1%	?	-2%	5%	-5%	3%	-7%
O=C(/C=C/c1ccco1)NCc1ccco1	2%	nt	-9	-6%	0%	19%	21%	11%	10%	-12%	-2%
Cc1cc(C)cc(NC(=S)Nc2ccc(Cl)c(Cl)c2)c1	4%	?	5	-3%	-19%	10µM*	-61%	?	12%	2%	-2%
CCCCNC(=O)Cc1c(O)c2ccccc2[nH]c1=O	-3%	7%	2	-9%	2%	7%	5%	0%	1%	1%	1%
CSc1nc(C)nc(C2CC2)c1C#N	-31%	nt	8	-8%	0%	-2%	-2%	10%	0%	0%	-2%
N#CCC(=O)N/N=C/c1ccc(SCC(=O)Nc2ccccc2)o1	21%	?	-27	-7%	0%	-21%	-5%	-11%	1%	4%	-6%
CC1=CCC2C(=O)N(c3cccc(C(=O)N(C)C4CCCCC4)c3)C(=O)C2C1 (stereo not drawn)	-4%	-7%	4	-6%	-2%	1%[10 µM]	12%	0%	3%	0%	-2%
Cc1csc(N/N=C/c2ccc(O)c([N+](=O)[O-])c2)n1	-4%	?	-11	4%	?	-5%	60%	?	9%	21µM*	2%
Clc1ccc(-c2cc(-c3ccccn3)on2)c(Cl)c1	-32%	nt	?	0.1µM*	?	4µM*	-16%	7.1µM*	-6%	0.076µM*	0.1µM*
O=C(N/N=C/c1c[nH]c2ccccc12)c1sc2ccccc2c1Cl	-25%	-26%	3	?	?	?	60%	?	?	12µM*	12%
CC1=C(C(N)=O)C(c2cccnc2)n2nc(-c3cccc(Cl)c3)nc2N1 (stereo not drawn)	-1%	1%	-2	-6%	0%	24%	2%	-9%	-10%	-7%	4%
COc1ccc(NC(=O)C2CCCN(c3cc(C)nc4ncnn34)C2)cc1 (stereo not drawn)	-3%	13%	11	-14%	-1%	?	-1%	-12%	-2%	-1%	-5%
CS/C(=N\S(=O)(=O)c1cccs1)Nc1cccc(Cl)c1C	-3%	-3%	?	-4%	-4%	-6%	-43%	-13%	-3%	8%	-3%
CC(C)CC(OC(=O)c1cccs1)C(=O)NCC1CCCO1 (stereo not drawn)	8%	-3%	-8	-1%	-3%	0%[10 µM]	-4%	-4%	-2%	-1%	1%
CCOC(=O)c1cccc(NC(=O)c2cc(C)nn2-c2ccccc2)c1	nt	9%	-14	-11%	-9%	-25%	-8%	0%	-4%	-2%	-4%
Cc1ccccc1C[C@H](C(=O)O)N1C(=O)c2ccc(C(=O)O)cc2C1=O	nt	9%	nt	-1%	nt	-16%	nt	-4%	nt	-1%	-1%
CC1CN(CCCCOc2ccc(C(C)C)cc2)CC(C)O1 (stereo not drawn)	-2%	-12%	-1	-2%	-3%	7%	3%	22%	4%	1%	-1%
CN(c1ccccc1)S(=O)(=O)c1cccc(NC(=O)c2ccc(=O)[nH]c2)c1	nt	nt	10	-2%	-3%	nt	-24%	nt	-6%	nt	-1%
COc1ccc(S(=O)(=O)N2CCC(C(=O)NCCCN3CCOCC3)CC2)cc1	nt	0%	1	-4%	0%[9.26 µM]	8%	0%	-2%	3%	2%	-2%
CCn1c(O)c(C=Nc2ccccc2)sc1=O	-3%	8%	?	?	?	-16%	22%	?	13%	6%	16%
